# TbPYK inhibitor: inhibitors of Trypanosoma brucei pyruvate kinase; Q57TT1; TbPYK enzyme, Kinase-Glo Plus ATP luminescence, 45 min; Potency, µM (highest dose often 76.8 µM), inactives show at the top dose activity, negative = inhibition, hits mostly inhibitors; 410,000 compounds, 0.12% hits; AID 624173; note: potency is the fitted concentration of half-maximal effect; nearly all actives have a fitted effect of over 50% in size
#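 Activity of T. brucei pyruvate kinase was followed by Kinase-Glo Plus luminescence after the enzyme reacted 45 min at room temperature with 130 uM ADP (final) and substrate. Test compounds were added before ADP at multiple concentrations.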
# AMA1 RON2 block: disrupts binding of P. falciparum AMA1 to RON2; Potency, µM (doses to about 58.2 µM), without a hit: top-dose activity change, negative = inhibition, actives largely listed as inhibitors; AlphaScreen AMA1-biotinylated RON2 peptide binding; 360,000 compounds, 0.2% hits;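 note: potency is the fitted concentration of half-maximal effect; 0% = vehicle wells and -100% = peptide control; nearly all actives have a fitted effect of over 45% in size; some results filed as inactive show a strong effect at the top dose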
#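 AMA1 (3D7) with his tag at 25 nM final met compounds first, then biotinylated RON2 peptide at 25 nM; detection used donor plus acceptor beads, 10 µg/mL apiece, read by AlphaScreen after 30 min at room temperature.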
# HCMV antiviral: human cytomegalovirus inhibition | AID 1259415 | activity change, negative = inhibition, % at 57.5 µM | 410,000 compounds, 4.5% hits | HFF cells, HCMV-luciferase reporter, 72 h; hits give low values; in the data active = activity change below about -60%; inconclusive = no clear call, values can overlap the other calls; inactive = above about -39%
#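 After 16 h attachment at 37C, HFF cells received test compound and HCMV-luciferase (1 PFU/cell); reporter luminescence read 72 h later, data normalized against buffer-only and known inhibitor Salinomycin.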
# AmpC no deterg: AmpC beta-lactamase inhibition without detergent; P00811; AmpC nitrocefin hydrolysis, absorbance 480 nm, 0.0001% Triton; Potency, µM (doses to about 57.1 µM), for inactives: at the top dose activity change, negative = inhibition, actives largely listed as inhibitors; 330,000 compounds, 0.52% hits; AID 485341;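 note: potency is the fitted concentration of half-maximal effect; plate controls were no compound for no effect and no enzyme for full effect; nearly all actives have a fitted effect of over 20% in size; some results filed as inactive show a strong effect at the top dose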
# Target sequence (P00811 whole entry, looked up): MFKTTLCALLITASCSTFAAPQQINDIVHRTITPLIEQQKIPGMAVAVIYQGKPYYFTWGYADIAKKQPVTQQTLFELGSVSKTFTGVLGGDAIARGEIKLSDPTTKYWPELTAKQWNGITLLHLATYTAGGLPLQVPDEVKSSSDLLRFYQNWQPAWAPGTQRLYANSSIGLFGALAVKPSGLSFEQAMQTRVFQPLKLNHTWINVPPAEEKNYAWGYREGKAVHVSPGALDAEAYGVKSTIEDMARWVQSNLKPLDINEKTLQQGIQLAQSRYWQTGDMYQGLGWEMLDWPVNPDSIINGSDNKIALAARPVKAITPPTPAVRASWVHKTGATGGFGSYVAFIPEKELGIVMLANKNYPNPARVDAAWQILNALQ
#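 AmpC (5.3 nM in the dispensed reagent) in 20 mM phosphate pH 7.0 with 0.01% (detergent screen) or 0.0001% Triton X-100 was preincubated with compounds for 15 min at room temperature. Nitrocefin was then added from an 800 uM solution, and hydrolysis was followed at 480 nm.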
# LmPK inh: LmPK (Leishmania mexicana) enzyme inhibition; Q27686; purified LmPK, Kinase-Glo ATP luminescence, 1 h; Potency, µM (series often up to 57.5 µM), inactives show top-dose activity change, negative = inhibition, actives largely listed as inhibitors; 290,000 compounds, 0.37% hits; note: potency is the fitted concentration of half-maximal effect
# Target sequence (Q27686 whole entry, looked up): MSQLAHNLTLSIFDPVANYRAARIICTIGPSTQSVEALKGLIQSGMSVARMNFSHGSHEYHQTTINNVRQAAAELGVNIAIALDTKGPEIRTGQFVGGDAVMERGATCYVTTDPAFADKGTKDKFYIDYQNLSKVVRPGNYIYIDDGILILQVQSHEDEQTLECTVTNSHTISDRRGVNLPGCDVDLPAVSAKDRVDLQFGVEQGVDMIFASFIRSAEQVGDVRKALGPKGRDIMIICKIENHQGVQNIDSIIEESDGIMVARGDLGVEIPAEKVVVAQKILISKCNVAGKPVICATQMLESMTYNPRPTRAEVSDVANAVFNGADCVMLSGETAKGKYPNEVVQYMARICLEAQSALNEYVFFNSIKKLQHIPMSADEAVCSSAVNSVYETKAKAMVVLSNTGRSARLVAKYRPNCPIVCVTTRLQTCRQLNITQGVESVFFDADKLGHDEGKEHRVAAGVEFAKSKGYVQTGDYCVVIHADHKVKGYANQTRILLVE
#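 qHTS format; LmPK 0.1 nM; substrates PEP 0.5 mM and ADP 0.1 mM. One-hour room-temperature incubation, then coupled luciferase luminescence; 0.5 nM enzyme wells mark activation.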
# Sm TGR inh: S. mansoni TGR enzyme inhibition | Q962Y6 | purified TGR, DTNB reduction, TNB absorbance 405 nm | Potency, µM (highest dose often 114 µM), for the others: at the top dose activity change, negative = inhibition, actives largely listed as inhibitors | 360,000 compounds, 3% hits; note: potency is the fitted concentration of half-maximal effect; nearly all actives have a fitted effect of over 60% in size
#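 TGR 20 nM + NADPH 100 uM (dispensed conc.), cpd preinc 15 min RT; start with NADPH (500 uM addition) then DTNB (15 mM addition). Kinetic TNB absorbance, 405 nm filter. Four-parameter Hill fit across titration.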
# AmpC inh detg: blocks E. coli AmpC beta-lactamase in detergent assay; Potency, µM (series often up to 114 µM), for inactives: at the top dose activity change, negative = inhibition, actives largely listed as inhibitors; AmpC hydrolysis of nitrocefin, absorbance 480 nm, 0.01% Triton; P00811; 370,000 compounds, 0.041% hits;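 note: potency is the fitted concentration of half-maximal effect; 0% = no-compound wells and -100% = no-enzyme wells; nearly all actives have a fitted effect of over 25% in size; some results filed as inactive show a strong effect at the top dose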
#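 20 mM phosphate pH 7.0 + 0.01% (detergent screen) or 0.0001% Triton X-100; 5.3 nM AmpC reagent; cpd preinc 15 min RT; nitrocefin (800 uM stock) to start; A480 q20 s × 4 min; Activity was normalised to no-enzyme and no-compound control wells.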
# * marks the source's active call; other numbers are inactive results; ? = inconclusive; . = no result given; [ ] = dose if it differs, or a comment. Unless noted, calls come from the whole dose curve; as a rule, active = well fitted curve in the direction sought with a large enough effect; inconclusive = small, poorly fitted or top-dose-only effect, or another doubt; inactive = no such curve, though single readings can be large; an effect the other way counts as inactive or inconclusive. Unless noted, % is set by controls: 0 for no effect and ±100 for the full control effect.
entry	smiles	TbPYK inhibitor	LmPK inh	AMA1 RON2 block	AmpC inh detg	Sm TGR inh	HCMV antiviral	AmpC no deterg
1	NS(=O)(=O)c1ccc(CNC(=O)c2cc(S(=O)(=O)N3CCOCC3)ccc2N2CCCC2)cc1	-5%	.	-2%	.	.	-10	.
2	O=C(NCc1cccnc1)c1ccc(-c2cc(Cl)ccc2Cl)o1	-14%	8%	0%	4%	40µM*	-7	83%[activator]
3	CC1(C)COC(c2ccccc2Cl)OC1	6%	.	-5%	.	.	12	.
4	CCCc1nnc(NC(=O)Cc2coc3cc(C)cc(C)c23)s1	1%	.	.	-7%	5%	4	.
5	Clc1ccc(-c2onc3c2CCCC3)cc1	6%	-3%	9%	3%	-14%	-9	-25%
6	COc1ccc2nc3cc(Cl)ccc3c(Nc3cc(C(C)C)c(O)cc3C)c2c1	2%	2%	16µM*	-6%	-11%	?	-20%
7	C=CCn1cc(C(=O)OCC)c(=O)c2cc(F)c(F)cc21	-18%	3%	-6%	-1%	3%	22	-2%
8	CCOc1ccc(NC(=O)CSc2nnc(-c3ccncc3)n2-c2ccccc2)cc1	3%	.	.	4%	-2%	-7	.
9	O=c1[nH]c(CN2CCN(c3ccccc3O)CC2)nc2scc(-c3ccccc3Cl)c12	6%	6%	92%[activator]	5%	-2%	0	-12%
10	CCOC(=O)C(CC)n1cnc2c(nnn2-c2ccc(F)cc2)c1=O (stereo not given)	-8%	0%	1%	-3%	4%	18	-9%
11	Cc1ccccc1C(=O)OCc1cc(=O)n2c(C)csc2n1	-3%	.	.	-6%	-12%	0	.
12	Cc1cc2c(cc1C)-c1nnc(-c3ccc4ccccc4n3)n1C(C)(C)C2	.	5%	.	7%	-12%	.	-17%
13	C[C@@H](c1ccccc1)N1C[C@@H](COCc2ccccc2)Oc2cc(N3CCC[C@@H]3CO)ccc2S1(=O)=O	1%	.	0%	.	.	16	.
14	CC(=O)N1CCc2c(sc(NC(=O)c3ccc4c(c3)OCCO4)c2C#N)C1	2%	-2%	-13%	-8%	-2%	40	-18%
15	CCCC(=O)NC(c1ccc(OC)c(OC)c1)c1cc(Cl)c2cccnc2c1O (stereo not given)	-11%	-1%	28%	-5%	.	-99*	12%
16	CC1=C/C(=N\NC(=S)NCCc2ccccc2)CC(C)(C)C1	-3%	0%	38%[activator]	-10%	3%	50	-1%[2.29 µM]
17	O=C(CC1C(=O)NCCN1Cc1cccc(Oc2ccccc2)c1)NCC1CCOCC1 (stereo not given)	-19%	-1%	12%	-12%	.	1	141%[activator]
18	CCCCCC(=O)Nc1cccc(C2=NOC3(C2)C[C@H](C(N)=O)N(C(=O)c2ccccc2C(=O)c2ccccc2)C3)c1 (stereo not given in full)	-1%	-2%	-2%	-2%	7%	12	169%[activator]
19	Cc1ccc(NC(=S)Nc2cc(-c3ccccc3)[nH]n2)cc1Cl	1%	-2%	37%[activator]	13%	0%	-72*	-32%
20	C/C=C/c1ccc(OCC(=O)OCC(=O)NC2CC2)c(OC)c1	2%	2%	-20%	0%	0%	68	-10%
21	C[C@@H](c1ccccc1)N1C[C@H]2CCCN2c2cc(Br)ccc2S1(=O)=O	1%	.	-3%	.	.	-13	-35%
22	CC(C)[C@H](N)C(=O)NC[C@H]1O[C@@H](n2cnc3c(N)ncnc32)[C@H](O)[C@@H]1O	-1%	.	4%	.	.	21	-11%
23	COc1cc(NC(=O)Cn2cnc(S(=O)(=O)N3CCc4ccccc43)c2)cc(OC)c1OC	-5%	1%	-6%	2%	8%	17	29%
24	Cc1nc(SCC(=O)N2CCN(C(=O)c3ccco3)CC2)c2c(C)c(C)sc2n1	-8%	2%	40%[activator]	-23%	-2%	-25	16%
25	O=C1NC(=O)N(c2ccccc2)C(=O)/C1=C/c1ccc2c(c1)Cc1ccccc1-2	.	0%[11.5 µM]	.	-2%	?	.	-22%

# Full records as entered above. Order of values: TbPYK inhibitor | LmPK inh | AMA1 RON2 block | AmpC inh detg | Sm TGR inh | HCMV antiviral | AmpC no deterg
# Entry for CCCCCC(=O)Nc1cccc(C2=NOC3(C2)C[C@H](C(N)=O)N(C(=O)c2ccccc2C(=O)c2ccccc2)C3)c1 (stereo not given in full) = -1% | -2% | -2% | -2% | 7% | 12 | 169%[activator]
# Entry for COc1ccc2nc3cc(Cl)ccc3c(Nc3cc(C(C)C)c(O)cc3C)c2c1 = 2% | 2% | 16µM* | -6% | -11% | ? | -20%

# Next part
entry	smiles	TbPYK inhibitor	LmPK inh	AMA1 RON2 block	AmpC inh detg	Sm TGR inh	HCMV antiviral	AmpC no deterg
26	CC(=O)Nc1cccc(NC(=O)c2ccccc2Cl)c1	3%	.	-7%	.	.	22	.
27	O=C(CN1C(=O)/C(=C\c2ccc(F)cc2)Oc2ccccc21)N1CCN(c2ccccn2)CC1	-9%	5%	8%	-12%	5%	-3	-23%
28	O=C1NCCCC1C(=O)N/N=C/c1cccc(Cl)c1 (stereo not given)	-2%	-1%	-13%	-8%	9%	38	-9%
29	CCOP(=O)(OCC)C(NC(=O)c1ccccc1Cl)=C(Cl)Cl	-13%	-4%	3%	-9%	-11%	10	-15%
30	O=C(C[n+]1ccccc1)N1c2ccccc2Sc2ccccc21	-2%	6%	-7%	7%	28µM*	-75*	-4%
31	Cc1ccc(Cl)cc1N1CCN(S(=O)(=O)c2ccc3c(c2)CC(C)N3C(=O)C2CCC2)CC1 (stereo not given)	7%	.	.	-5%	-12%	17	.
32	Cc1ccc(-c2noc(CN(C(=O)CCN3C(=O)c4ccccc4C3=O)C(C)C)n2)cc1	2%	7%	-6%	-1%	6%	52	100%[activator]
33	O=C(CSc1ccc(-c2cccs2)nn1)Nc1ccccc1F	-22%	0%	-20%	-9%	3%	-38	-32%
34	CCN(CC)C(=O)Cn1cnc([N+](=O)[O-])n1	-6%	-3%	2%	2%	1%	-6	-10%
35	CCC(=O)N1CCN(CCN=Cc2c(O)n(C)c(=O)n(C)c2=O)CC1	2%	7%	51%[activator]	?	?	16	-1%
36	CCc1ccc(C(C)NC(=O)c2ncn[nH]2)cc1 (stereo not given)	1%	5%	24%	-9%	-3%	3	-18%
37	Cc1ccc(S(=O)(=O)c2nnn3c2nc(N2CCCCC2)c2sccc23)cc1	5%	.	.	-3%	-6%	20	.
38	Cc1ccc(C(=O)ON=C2CCN(c3ccc([N+](=O)[O-])cc3)CC2)cc1	-2%	3%	4%	-8%	5%	6	-26%
39	CCN(C(=O)CSc1nnc(NC2CCCCC2)s1)C1CCS(=O)(=O)C1 (stereo not given)	-1%	-2%	8%	-9%	-6%	-12	-11%
40	COc1ccc(C(=O)N2CCNC(=O)C2)cc1S(=O)(=O)Nc1ccc(Br)cc1	-4%	.	-7%	7%	-3%	-3	-13%
41	Cc1ccc(C(=O)NCC(=O)OCc2cccc(Br)c2)cc1	2%	.	4%	0%	0%	-30	-14%
42	Cc1c(NC(=O)/C(C#N)=C/c2ccc(-c3cc(Cl)ccc3Cl)o2)c(=O)n(-c2ccccc2)n1C	4%	0%	-11%	-12%	-18%	?	-43%
43	COc1ccc(NC(=O)CCn2cnc3onc(-c4ccc(F)cc4)c3c2=O)cc1OC	-2%	.	.	-7%	-20%	-72*	.
44	Cc1ccc(OCCOC(=O)CCc2nc3ccccc3c(=O)[nH]2)cc1	1%	1%	-4%	9%	11%	-12	-13%
45	CCN(C(=O)CSc1nc2ccccc2o1)c1c(N)n(Cc2ccccc2)c(=O)[nH]c1=O	3%	.	4%	?	-5%	-25	-13%
46	O=C1[C@@H](Oc2ccccc2)[C@@H](c2cccnc2)N1c1ccccc1	1%	.	-12%	.	.	-4	-19%
47	CC(C)Oc1ccc(S(=O)(=O)N2CCCCC2)cc1NC(=O)C1=NN(c2ccccc2)C(=O)CC1	0%	.	-3%	.	.	-22	.
48	COc1ccc(CNC(=O)C2CCCN(S(=O)(=O)c3ccc(Br)s3)C2)cc1 (stereo not given)	-1%	-1%	-13%	-4%	2%	?	-39%
49	Cn1c(CN2CCCC2)nc2cc(NC(=O)COc3ccc([N+](=O)[O-])cc3)ccc21	-4%	2%	3%	-16%	1%	-4	-1%
50	COc1ccc(NC(=O)c2oc3ccccc3c2NC(=O)Cc2coc3cc(C)ccc23)cc1	2%	.	.	-2%	2%	57	.
51	COc1ccc(-c2nnc(NC(=O)c3c(OC)cccc3OC)s2)cc1	0%	3%	-6%	-11%	2%	7	-2%
52	COc1ccc(CNC(=O)C[C@H]2C[C@H](C(=O)N3CCOCC3)[C@@]3(CCC4CCCC4)c4[nH]c5cc(CCC(=O)N(C)C)ccc5c4CCN3C2=O)cc1OC	-1%	.	-7%	.	.	-19	226%[activator]
53	Cc1cc(C)cc(NC(=O)CSc2nncn2-c2ccccn2)c1	-3%	-1%	-3%	-7%	.	-36	13%
54	O=C(/C=C\c1ccc2c(c1)OCO2)NC1CC(=O)N(c2ccccc2)C1 (stereo not given)	-8%	.	.	0%	21%	155	.
55	CCOC(=O)C1=CCN(S(=O)(=O)c2cccc(Cl)c2)C1c1ccc(C)cc1 (stereo not given)	3%	.	12%	.	.	-28	.
56	Cn1c(=O)oc2cc(S(=O)(=O)NC3CCCCC3)ccc21	4%	0%	3%	4%	0%	2	-7%
57	Cc1cc2c(cc1C)N(C(=O)CN1C(=O)c3ccccc3C1=O)C(C)(C)c1ssc(=S)c1-2	-3%	3%	?	-1%	0%	37	18%
58	N/C(=N\OC(=O)c1ccco1)c1cccc([N+](=O)[O-])c1	-1%	-5%	-16%	-8%	0%	-9	-3%
59	O=C1NC[C@H](Cc2ccc(O)cc2)N(C[C@@H]2CCCN2C[C@H](Cc2ccc(O)cc2)N2C[C@H](Cc3ccccc3)N(CC3CCCCC3)C(=O)C2=O)C1=O	-11%	.	-6%	.	.	-25	.
60	O=[N+]([O-])c1cccc(NC(=S)Nc2nc(-c3ccc(Cl)cc3Cl)cs2)c1	.	-11%	.	-2%	-2%	-87*	-48%
61	CN1N=C(C(=O)N2CCc3c([nH]c4ccccc34)C2c2c(F)cccc2Cl)CCC1=O (stereo not given)	1%	-2%	-11%	3%	.	110	159%[activator]
62	CCCC(CNC(C)=O)(C1=CCCCC1)c1ccccc1 (stereo not given)	-6%	.	11%	.	.	?	.
63	O=C(NCc1ccc(F)cc1)c1cnccn1	-16%	-2%	3%	0%	1%	56	-13%
64	Cc1cccc(NC(=O)c2ccc(S(=O)(=O)N3CCCCC3)cc2)n1	0%	3%	2%	2%	7%	15	-29%
65	CCC(Sc1ccccc1C(=O)O)C(=O)O (stereo not given)	-9%	-2%	-3%	3%	2%	21	-9%

# High-throughput results as filed in PubChem BioAssay.
